Screening results (PubChem BioAssay)
SENP1 inh = human SENP1 catalytic domain inhibitors, primary screen, biochemical, FRET, uHTS | Sentrin-specific protease 1 (Homo sapiens), Q9P0U3 | recombinant SENP1 catalytic domain, CyPet-SUMO1-YPet FRET cleavage | inhibition, % at 10 µM | hit rate 0.21% among 360,000;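 active = inhibition at least 30% at 10 µM, raw YFP signal under a set limit, fluorescence ratio 0.5 to 1.5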;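 also: 0% = enzyme with DMSO and 100% = no enzyme wells; some results filed as inactive read as strong as hits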
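System: Recombinant human SENP1 catalytic domain, His6-tagged | Incubation: Enzyme reaction for 50 min at room temperature, dark | Medium: Tris pH 8 with BME, BSA, NP40 and catalase | Also added: 25 nM SUMO1 FRET substrate | Compound: 10 µM single point, 0.5% DMSO | Measured by: FRET fluorescence in CFP and YFP emission channels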
PfGluPho inh = PfG6PD enzyme inhibitors, primary screen, biochemical, fluorescence intensity, uHTS. PfGluPho enzyme, NADPH resazurin-diaphorase fluorescence. inhibition, % at 20 µM. hit rate 0.78% among 350,000. AID 504690, 2011;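 active = inhibition reaching at least a set limit at 20 µM in the primary screen, cut at about 59% in these data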;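 also: 0% = DMSO wells with substrate and 100% = DMSO wells lacking glucose-6-phosphate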
HKDC1 inhibitor = HKDC1 hexokinase inhibitors, primary screen, biochemical, fluorescence, uHTS; hit rate 0.16% among 340,000; inhibition, % at 20 µM; recombinant HKDC1, G6PDH/diaphorase resazurin coupled fluorescence;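 active = inhibition above about 35% when tested at 20 µM, limit read from the data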;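 also: plate controls were DMSO wells with enzyme for no effect and DMSO wells lacking enzyme for full effect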
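Assay system: in-house recombinant HK5 (HKDC1) enzyme. Input: HKDC1 at 5 µg/mL. Medium: Tris pH 8.0 buffer with MgCl2, Tween-20, BSA, BME. Dosing: single 20 µM dose. Schedule: 90 min reaction incubation at room temperature, dark. Signal: resazurin-to-resorufin fluorescence via G6PDH and diaphorase coupling, 525/613 nm. Controls: DMSO-enzyme wells negative, buffer-substituted wells positive.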
Apaf1 inhib = inhibitors of human Apaf-1 apoptosome, primary screen, biochemical, DEVD-Rh110 fluorescence, uHTS; Apoptotic protease-activating factor 1 (Homo sapiens), O14727; inhibition, % at 20 µM; hit rate 0.71% among 330,000; AID 489030, 2010; reconstituted apoptosome caspase-3 activity; active = inhibition of at least 40% at 20 µM;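 also: plate controls were DMSO wells for no effect and DEVD-CHO caspase inhibitor wells for full effect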
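detection = Rh110 fluorescence intensity | test system = biochemical Apaf-1 apoptosome reconstitution | also added = cytochrome c and DEVD-Rh110 substrate | schedule = 30 min plus 50 min, RT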
SENP7 inh = SENP7 protease inhibitors, primary screen, biochemical, luminescence, uHTS | AID 434973, 2010 | Sentrin-specific protease 7 (Homo sapiens), Q9BQF6 | recombinant SENP7, Z-RLRGG-aminoluciferin luminescence, 40 min | inhibition, % at 5 µM | hit rate 1.5% among 330,000;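 active = inhibition above about 50% at the single test dose, limit read from the data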;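 also: plate controls were DMSO with enzyme for no effect and no enzyme buffer wells for full effect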
Target sequence (Q9BQF6 706-1050 limits assumed): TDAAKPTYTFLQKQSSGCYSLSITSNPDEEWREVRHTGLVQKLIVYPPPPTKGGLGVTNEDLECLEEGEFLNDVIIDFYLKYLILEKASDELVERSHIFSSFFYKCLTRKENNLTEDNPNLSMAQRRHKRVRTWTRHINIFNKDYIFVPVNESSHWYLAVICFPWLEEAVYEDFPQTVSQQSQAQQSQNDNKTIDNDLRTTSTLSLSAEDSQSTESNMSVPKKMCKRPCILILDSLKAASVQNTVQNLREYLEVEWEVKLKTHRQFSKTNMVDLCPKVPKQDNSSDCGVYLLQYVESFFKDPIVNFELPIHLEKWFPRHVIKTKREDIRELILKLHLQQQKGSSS
SENP6 inh = SENP6 protease inhibitors, primary screen, biochemical, luminescence, uHTS. Recombinant SENP6 catalytic domain, aminoluciferin luminescence. Sentrin-specific protease 6 (Homo sapiens), Q9GZR1. hit rate 1.8% among 330,000. inhibition, % at 10 µM;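 active = inhibition above about 50% at the single tested dose, limit read from the data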;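 also: plate controls were DMSO wells with enzyme for no effect and DMSO wells lacking enzyme for full effect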
Target sequence (Q9GZR1 628-1112 limits assumed): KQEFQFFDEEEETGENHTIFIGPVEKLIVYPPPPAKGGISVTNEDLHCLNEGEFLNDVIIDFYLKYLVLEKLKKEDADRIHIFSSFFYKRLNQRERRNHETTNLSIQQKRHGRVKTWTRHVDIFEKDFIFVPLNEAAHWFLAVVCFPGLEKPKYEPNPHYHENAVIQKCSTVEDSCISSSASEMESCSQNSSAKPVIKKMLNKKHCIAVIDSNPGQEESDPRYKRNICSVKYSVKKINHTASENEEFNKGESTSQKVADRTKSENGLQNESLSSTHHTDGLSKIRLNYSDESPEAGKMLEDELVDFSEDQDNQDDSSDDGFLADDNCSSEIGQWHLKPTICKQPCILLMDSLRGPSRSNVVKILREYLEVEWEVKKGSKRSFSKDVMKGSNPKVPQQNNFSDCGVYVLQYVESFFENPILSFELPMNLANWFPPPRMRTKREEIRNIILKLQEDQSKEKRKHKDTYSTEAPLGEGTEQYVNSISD
SENP8 block-1 = SENP8 protease inhibitors, primary screen, biochemical, luminescence; Sentrin-specific protease 8 (Homo sapiens), Q96LD8; purified SENP8, Z-RLRGG-aminoluciferin cleavage; inhibition, % at 10 µM; hit rate 1.2% among 330,000; AID 2540, 2010; in the data active = inhibition above about 50%
Target sequence (Q96LD8 whole entry, looked up): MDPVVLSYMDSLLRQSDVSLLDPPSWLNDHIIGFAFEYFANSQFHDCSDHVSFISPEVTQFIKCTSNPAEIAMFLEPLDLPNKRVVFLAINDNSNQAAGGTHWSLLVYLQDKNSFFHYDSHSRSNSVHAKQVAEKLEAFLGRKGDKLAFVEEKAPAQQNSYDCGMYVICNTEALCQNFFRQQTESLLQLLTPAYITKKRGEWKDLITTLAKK
SENP8 block-2 = human SENP8 protease inhibitors, primary screen, biochemical, fluorescence, Nedd8 protein substrate, uHTS | Sentrin-specific protease 8 (Homo sapiens), Q96LD8 | recombinant SENP8 | inhibition, % at 20 µM | hit rate 0.64% among 360,000 | AID 602440, 2012; in the data active = inhibition mostly above about 40%, no sharp cut-off; inactive = mostly below about 27%
Numbers without * were called inactive; i = inactive; . = not tested or not shown.

SMILES | SENP1 inh | Apaf1 inhib | PfGluPho inh | SENP7 inh | SENP8 block-2 | SENP8 block-1 | SENP6 inh | HKDC1 inhibitor
COc1ccc(NS(=O)(=O)c2cc(NC(=O)c3ccc(C)s3)ccc2N2CCOCC2)cc1 | 2 | -16 | 28 | 0 | 15 | 2 | 12 | -3
CC1CCCC(C)N1C(=O)COC(=O)COc1ccccc1C#N (stereo not drawn) | 4 | -2 | -18 | -7 | 18 | -1 | -22 | -4
CCCCCCCCC(NC(=O)c1ccc(C#N)cc1)C(=O)NCCC (stereo not drawn) | -1 | -1 | 12 | 0 | 8 | 1 | -19 | 6
COc1ccc(NS(=O)(=O)c2ccc3c(c2)N(C(C)=O)CCO3)cc1 | 0 | 6 | -2 | 6 | -87 | -6 | 7 | -6
Cc1cc(Cl)ccc1NNC(=O)c1snnc1C | 1 | -18 | 4 | -2 | 30 | 0 | -10 | 3
Cc1cc(O)cc2c1C1CCC3(C)C(=O)CCC3C1C=C2 (stereo not drawn) | 2 | . | -19 | . | 12 | . | . | 12
CC(=O)c1cccc(NC(=O)C(Sc2ncnc3ccccc23)c2ccccc2)c1 (stereo not drawn) | -8 | 1 | 6 | 6 | -1 | -2 | -3 | -6
COc1cc(C)c(NC(=S)Nc2cccc(Cl)c2)cc1OC | 1 | 0 | 12 | -6 | 2 | -5 | -19 | -7
Cc1ccc(NC(=O)N2CCCC2C(=O)Nc2nnc(C(C)C)s2)cc1 (stereo not drawn) | 3 | 4 | 10 | 4 | 11 | 1 | -5 | 1
CC1CC(C)CN(C(=O)CCNS(=O)(=O)c2ccc3c(c2)CCC(=O)N3)C1 (stereo not drawn) | 3 | -10 | -7 | -3 | 14 | -13 | -4 | -12
COc1cc(C2C(C#N)=C(N)Oc3c2ccc2ccccc32)ccc1OCC(=O)Nc1cccc(C)c1 (stereo not drawn) | -60 | 10 | -1 | -10 | -97 | -6 | 1 | -2
Cc1[nH]nc(Sc2ccccn2)c1[N+](=O)[O-] | 2 | -13 | -16 | 7 | 14 | -1 | 2 | 2
Cc1nn2c(-n3ccnc3)c3c(nc2c1-c1ccccc1)CCC3 | 1 | 13 | -17 | 3 | 2 | -12 | -28 | -1
O=P(COc1ccccc1)(c1ccccc1)c1ccccc1 | 1 | 17 | 8 | -7 | 12 | -5 | -3 | -1
CC(C)NCC(O)c1ccc(O)c(O)c1 (stereo not drawn) | 1 | 4 | 19 | 1 | 11 | -2 | -16 | -1
CC(=O)c1ccccc1NC(=O)CN1C(=O)NC2(CCCCCCC2)C1=O | 1 | . | -1 | . | -71 | . | . | 1
COc1ccc2nc(C)cc(SCC(NC(C)=O)C(=O)OC(C)C)c2c1 (stereo not drawn) | -2 | 2 | 26 | 0 | -125 | -11 | -7 | 5
O=C(O)CCc1ccc(S(=O)(=O)Nc2ccc(OCc3ccccc3)cc2)cc1 | -1 | 4 | -30 | -5 | 8 | 5 | 6 | 5
Cc1nc(SCC(=O)NCC2COc3ccccc3O2)c2c(C)c(C)sc2n1 (stereo not drawn) | 0 | 20 | 2 | -10 | 4 | -4 | -27 | -1
CC(C)(C)OC(=O)N1CCC(C(=O)Nc2cccc(C(=O)NCCc3ccccc3)c2)CC1 | 2 | . | 1 | . | -4 | . | . | -3

As a short view, part of the list above:
SMILES | SENP1 inh | Apaf1 inhib | PfGluPho inh | SENP7 inh | SENP8 block-2 | SENP8 block-1 | SENP6 inh | HKDC1 inhibitor
COc1cc(C2C(C#N)=C(N)Oc3c2ccc2ccccc32)ccc1OCC(=O)Nc1cccc(C)c1 (stereo not drawn) | -60 | 10 | -1 | -10 | -97 | -6 | 1 | -2
Cc1[nH]nc(Sc2ccccn2)c1[N+](=O)[O-] | 2 | -13 | -16 | 7 | 14 | -1 | 2 | 2
Cc1nn2c(-n3ccnc3)c3c(nc2c1-c1ccccc1)CCC3 | 1 | 13 | -17 | 3 | 2 | -12 | -28 | -1
O=P(COc1ccccc1)(c1ccccc1)c1ccccc1 | 1 | 17 | 8 | -7 | 12 | -5 | -3 | -1
CC(C)NCC(O)c1ccc(O)c(O)c1 (stereo not drawn) | 1 | 4 | 19 | 1 | 11 | -2 | -16 | -1
CC(=O)c1ccccc1NC(=O)CN1C(=O)NC2(CCCCCCC2)C1=O | 1 | . | -1 | . | -71 | . | . | 1
COc1ccc2nc(C)cc(SCC(NC(C)=O)C(=O)OC(C)C)c2c1 (stereo not drawn) | -2 | 2 | 26 | 0 | -125 | -11 | -7 | 5
O=C(O)CCc1ccc(S(=O)(=O)Nc2ccc(OCc3ccccc3)cc2)cc1 | -1 | 4 | -30 | -5 | 8 | 5 | 6 | 5
Cc1nc(SCC(=O)NCC2COc3ccccc3O2)c2c(C)c(C)sc2n1 (stereo not drawn) | 0 | 20 | 2 | -10 | 4 | -4 | -27 | -1
CC(C)(C)OC(=O)N1CCC(C(=O)Nc2cccc(C(=O)NCCc3ccccc3)c2)CC1 | 2 | . | 1 | . | -4 | . | . | -3

Record cards, as listed above.
Results for `O=C(O)CCc1ccc(S(=O)(=O)Nc2ccc(OCc3ccccc3)cc2)cc1` → SENP1 inh: -1; Apaf1 inhib: 4; PfGluPho inh: -30; SENP7 inh: -5; SENP8 block-2: 8; SENP8 block-1: 5; SENP6 inh: 6; HKDC1 inhibitor: 5
Results for `Cc1nc(SCC(=O)NCC2COc3ccccc3O2)c2c(C)c(C)sc2n1` (stereo not drawn) → SENP1 inh: 0; Apaf1 inhib: 20; PfGluPho inh: 2; SENP7 inh: -10; SENP8 block-2: 4; SENP8 block-1: -4; SENP6 inh: -27; HKDC1 inhibitor: -1

Going on with the list.
SMILES | SENP1 inh | Apaf1 inhib | PfGluPho inh | SENP7 inh | SENP8 block-2 | SENP8 block-1 | SENP6 inh | HKDC1 inhibitor
Cc1ccc(C(=O)Nc2nnc(-c3ccco3)o2)cc1 | 2 | -2 | -6 | 44 | 28 | -5 | 44 | -6
Cc1cc(C)c(C#N)c(Oc2ccccc2)n1 | 0 | 1 | -6 | 10 | 11 | 1 | -1 | -7
CCN(c1ccccc1)S(=O)(=O)c1ccc(Cl)c(NC(=O)CN(C)C2CCN(C)CC2)c1 | 0 | -8 | -12 | 0 | 22 | 2 | -1 | -1
O=C(CN1CCN(Cc2ccccc2Cl)CC1)N/N=C/c1cccs1 | 1 | -1 | -15 | -9 | 8 | -5 | -11 | -1
Nc1cc2nc3ccccc3oc-2cc1=O | 33* | 48* | 74* | 13 | 44* | 18 | 37 | 26
CC(/C=N/NC(=O)c1cccc([N+](=O)[O-])c1)=C\c1ccccc1 | 0 | -13 | -2 | -1 | 17 | -7 | -9 | -9
Cc1nc2ccc(NC(=O)[C@@H](NC(=O)c3c(F)cccc3F)C(C)C)cc2s1 | -46 | 11 | 26 | -5 | -22 | 0 | 6 | 1
COc1cc(OC)c2c(-c3ccccc3)cc(=O)oc2c1C(CC(=O)N1CCN(c2ccccc2)CC1)c1ccc(N(C)C)cc1 (stereo not drawn) | -5 | 26 | 17 | -7 | -20 | -10 | -24 | -2
Cc1oc(-c2ccccc2)cc1C(=O)NC(Cc1c[nH]c2ccccc12)C(=O)O (stereo not drawn) | -17 | 12 | -47 | 10 | 8 | -2 | 2 | 0
COc1cccc(OCc2nc3c4cnn(-c5ccccc5)c4ncn3n2)c1 | 2 | -10 | 4 | 73* | -96 | 6 | -22 | -9
Cn1c(N)c(C(=O)Nc2ccc3ccccc3c2)sc1=S | 10 | -8 | 57 | 10 | 21 | -4 | 4 | -13
CCn1c(=S)sc2c(=O)n(CC(=O)Nc3ccc(C(C)=O)cc3)c(C)nc21 | 2 | 20 | -11 | -3 | 13 | 2 | 0 | -3
C=C(C)Cn1c(-c2ccncc2)n[nH]c1=S | 0 | 2 | 10 | -7 | -3 | -6 | -36 | -20
Cc1cccn2c(=O)c3cc(C(=O)NCc4ccccc4)c(=N)n(CCCN4CCOCC4)c3nc12 | -36 | . | 3 | . | -418 | . | . | -1
CS(=O)(=O)c1ccc2nc(NC(=O)c3cccc([N+](=O)[O-])c3)sc2c1 | 3 | -9 | 51 | 97* | -14 | 95* | 95* | -3
Cc1ccc(S(=O)(=O)N2CCCC(C(=O)NCCc3ccc(S(N)(=O)=O)cc3)C2)cc1 (stereo not drawn) | -1 | 1 | -11 | 3 | 11 | -2 | -14 | 4
Cc1c(NC(=O)COC(=O)c2ccc(Br)o2)c(=O)n(-c2ccccc2)n1C | -1 | 2 | -3 | 4 | 1 | -7 | 10 | -2
CCOC(=O)CSc1nnc(-c2ccc(S(=O)(=O)NCc3cccs3)cc2)o1 | -5 | -7 | -2 | -4 | 14 | 0 | 8 | -2
CN(C)CCCN(C(=O)c1ccc(Br)s1)c1nc2cc3c(cc2s1)OCO3 | 0 | -8 | 11 | 5 | 16 | -4 | -2 | -1
O=C1CCC(c2ccc(-n3ccnc3)cc2)=NN1 | 0 | -8 | 0 | 0 | -15 | 5 | -2 | -6

Continuation.
SMILES | SENP1 inh | Apaf1 inhib | PfGluPho inh | SENP7 inh | SENP8 block-2 | SENP8 block-1 | SENP6 inh | HKDC1 inhibitor
COc1ccccc1NC(=O)c1ccccc1-c1ccccc1C(=O)O | 1 | 0 | -10 | 7 | 1 | -1 | 3 | -1
COc1ccc(CCNc2nnc(Sc3nnnn3-c3ccccc3)s2)cc1OC | 2 | 16 | 11 | 9 | 11 | 3 | 2 | -2
CCCSc1ccc([C@@H]2[C@@H]3C(=O)N(C)C(=O)[C@@H]3[C@]3(C(=O)OC)CCCN23)cc1OC | -4 | 10 | 21 | -6 | i | -5 | -6 | 0
O=C1CC(N2CCOCC2)C(=O)N1c1ccc2c(c1)OCO2 (stereo not drawn) | 3 | -23 | 10 | -3 | 19 | 4 | -13 | -3
Cc1ccccc1CNC(=O)c1ccccc1C(=O)O | 4 | -2 | -18 | 6 | 26 | 5 | -24 | 0
C=CCNC(=O)c1ccc(C)cc1Cl | 2 | -5 | -12 | -5 | 14 | 4 | 7 | 3
S=C1NCN(Cc2ccco2)CN1 | 1 | -3 | 4 | -10 | 4 | -15 | -20 | -5
O=C(O)/C=C/c1ccc(S(=O)(=O)Nc2ccc(C(=O)NCC(=O)O)cc2)cc1 | 2 | 10 | -5 | -4 | 7 | 4 | 15 | -3
Cc1ccc(NC(=O)CSc2nc(O)c(Cc3ccccc3)c(=O)n2-c2ccccc2)cc1 | 1 | 0 | -16 | -1 | -4 | -6 | -4 | -3
CCCCN(CC)C(=O)C1CCC(=O)N(c2ccc(OC)cc2)C1c1ccc(OC)c(OC)c1 (stereo not drawn) | 0 | 2 | 0 | -2 | 15 | -3 | -13 | -1
CC(C)N(C(=O)CSc1ccc(S(=O)(=O)N2CCCCC2)cn1)C(C)C | 0 | -3 | 8 | 7 | 11 | 4 | -7 | -3
COc1cc2c(cc1NC(=O)CSc1nnnn1-c1ccccc1)oc1ccccc12 | 1 | 2 | -15 | 5 | 31 | 2 | 9 | -7
COc1c(F)c(F)c(C(=O)Nc2ccc(N3CCN(C(C)=O)CC3)c(Cl)c2)c(F)c1F | -2 | 6 | 10 | 2 | 12 | 3 | -11 | -6
